Screens: PubChem, National Center for Advancing Translational Sciences (NCATS)
TSG101-PTAP inh: qHTS Assay for Iinhibitors of HIV-1 Budding by Blocking the Interaction of PTAP/TSG101; Fluorescence polarization, FITC-PTAP peptide / Tsg101 binding; Potency, µM (highest dose often 115 µM), inactives show at the top dose activity change, negative = inhibition, usual class: inhibitors; 340,000 tested, under 10 active; active means well fitted inhibition curve with a large enough effect in the main read-out, with a control signal flat, not every such curve was filed as active; inconclusive means small, poorly fitted or top-dose-only effect, or effect the other way, or a change in a side signal; inactive means no such curve, though single readings can be large or run the other way; further: potency means the concentration at half of the fitted maximal effect; % of control where 0% means no effect
Target sequence (Q99816 whole entry, looked up): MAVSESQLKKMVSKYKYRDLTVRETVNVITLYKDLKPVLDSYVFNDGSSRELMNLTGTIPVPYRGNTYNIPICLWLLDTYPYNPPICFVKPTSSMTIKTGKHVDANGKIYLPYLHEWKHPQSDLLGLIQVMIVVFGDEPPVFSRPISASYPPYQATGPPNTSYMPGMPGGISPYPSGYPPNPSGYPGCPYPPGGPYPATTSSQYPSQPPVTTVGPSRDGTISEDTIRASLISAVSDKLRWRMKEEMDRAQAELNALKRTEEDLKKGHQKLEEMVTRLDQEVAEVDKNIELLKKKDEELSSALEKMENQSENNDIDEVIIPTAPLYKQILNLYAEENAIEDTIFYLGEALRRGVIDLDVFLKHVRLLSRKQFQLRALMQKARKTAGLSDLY
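FP read-out: FITC-PTAP peptide, 50 nM final, binding Tsg101 binding domain, 10 uM final; 20 min, r.t.; 10 mM HEPES pH 7.5, 0.15 M NaCl, 0.01% Tween 20, 3 mM EDTA, 0.1 mM TCEP.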
S-ASM inh: Inhibitors of Secretory Acid Sphingomyelinase (S-ASM): qHTS | placental ASM, HMU-PC fluorogenic substrate, 60 min | Potency, µM (series often up to 57.5 µM), inactives show at the highest dose activity change, negative = inhibition, actives largely listed as inhibitors | 0.006% of 340,000 active | AID 504937, 2011; further: potency means the concentration at half of the fitted maximal effect
Target sequence (P17405 47-631 limits assumed): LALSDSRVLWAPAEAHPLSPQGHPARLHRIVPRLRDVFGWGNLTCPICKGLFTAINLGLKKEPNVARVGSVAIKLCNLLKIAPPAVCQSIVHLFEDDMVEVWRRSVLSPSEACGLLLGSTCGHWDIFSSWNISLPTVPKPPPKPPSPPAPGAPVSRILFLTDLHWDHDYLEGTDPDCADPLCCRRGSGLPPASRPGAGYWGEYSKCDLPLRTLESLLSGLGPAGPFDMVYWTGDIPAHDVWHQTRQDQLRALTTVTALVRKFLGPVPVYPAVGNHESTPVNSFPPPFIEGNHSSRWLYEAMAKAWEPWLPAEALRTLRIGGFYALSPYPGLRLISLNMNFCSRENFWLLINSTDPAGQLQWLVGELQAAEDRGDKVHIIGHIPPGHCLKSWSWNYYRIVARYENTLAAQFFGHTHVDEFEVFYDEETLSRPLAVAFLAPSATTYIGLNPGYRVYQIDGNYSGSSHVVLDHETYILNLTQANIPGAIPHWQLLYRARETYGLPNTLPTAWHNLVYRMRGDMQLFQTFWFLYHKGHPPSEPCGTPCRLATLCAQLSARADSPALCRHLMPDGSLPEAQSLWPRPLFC
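Human placenta-derived ASM enzyme was preincubated with compound for 10 minutes at room temperature, then given fluorogenic substrate HMU-PC0 (9 uM final) for 60 minutes at 37 °C; a pH 10 stop preceded fluorescence reading at Ex 386/Em 447 nm.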
CXXC DNA block: qHTS Fluorescence Polarization Assay for Inhibitors of MLL CXXC domain - DNA interaction | Histone-lysine N-methyltransferase 2A (Homo sapiens), Q03164 | MLL-CXXC / FITC-HOXA9 DNA fluorescence polarization | Potency, µM (highest dose often 115 µM), without a hit: at the top dose activity change, negative = inhibition, usual class: inhibitors | 0.037% of 290,000 active; active means well fitted inhibition curve with a large enough effect in the polarisation, with a control signal flat, not every such curve was filed as active; inconclusive means small, poorly fitted or top-dose-only effect, or effect the other way, or a change in a side signal; inactive means no such curve, though single readings can be large or run the other way; the % refers to the polarisation; further: potency means the concentration at half of the fitted maximal effect
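Steps: dispense CXXC domain solution (7 uM) → pin compounds or unlabeled HOX-A9 DNA control → 5 min ambient → add FLSN-HOX-A9 solution (50 nM) → spin → 30 min ambient → fluorescence polarization. Tris pH 7.5/NaCl/DTT/BSA buffer.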
TCR activator: Activators of T cell receptors: qHTS campaign. Potency, µM (doses to about 9.22 µM), for inactives: at the highest dose activation of IL-2 secretion, most hits filed as activators. 330,000 tested, under 10 active. primary human leukocytes, anti-CD3, IL-2 HTRF, 48 h; further: % of control where 0% means no effect
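IL-2 produced over 48 hr by a-CD3 bead-stimulated primary human leukocytes exposed to compounds was detected with a homogeneous time-resolved FRET immunoassay, 665nm acceptor signal after 320nm excitation.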
TSHR antagonist: Antagonists of the Thyroid Stimulating Hormone Receptor: HTS campaign; activity change, negative = inhibition, % at 11.5 µM; TSHR-expressing cells, TSH-stimulated cAMP HTRF, 2 h; hits give low values; 0.2% of 330,000 active;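 active means activity change below a set negative limit, meaning inhibition stronger than a set level, cut at about -70% in these data; inconclusive means activity change between two set negative limits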; further: on the % scale 0 is the no-effect control and ±100 the full control effect
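Cell-based HTRF cAMP assay; TSHR cells + compound, TSH EC80 (4nM final), 2 h, 37 deg C. Lysis with anti-cAMP cryptate and cAMP-d2, 30 min RT, read 665/620 nm.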
MBNL1-CUG inh: qHTS Assay for Inhibitors of MBNL1-poly(CUG) RNA binding | TR-FRET MBNL1-His/biotin-(CUG)12 binding, 665/545 ratio | Potency, µM (doses to about 57.5 µM), without a hit: at the highest dose activity change, negative = inhibition, usual class: inhibitors | 0.036% of 280,000 active | AID 2675, 2010; active means well fitted inhibition curve with a large enough effect in the signal ratio, with a control signal flat, not every such curve was filed as active; inconclusive means small, poorly fitted or top-dose-only effect, or effect the other way, or a change in a side signal; inactive means no such curve, though single readings can be large or run the other way; the % refers to the signal ratio; further: potency means the concentration at half of the fitted maximal effect; on the % scale 0 is the no-effect control and ±100 the full control effect
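Ratiometric TR-FRET (665 over 545 nm, excitation 340 nm) tracks disruption of MBNL1-His/biotin-(CUG)12 complex after 60 min at room temperature, with compounds at 92 nM to 58 uM final.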
Menin-MLL TR inh: qHTS Assay for Inhibitors Targeting the Menin-MLL Interaction in MLL Related Leukemias: Competition With Texas Red Labeled MLL-derived Mutant Peptide. Menin + Texas Red MLL mutant peptide, fluorescence polarization. Potency, µM (highest dose often 61.6 µM), for the others: top-dose FP activity change, negative = inhibition, most hits filed as inhibitors. 0.23% of 270,000 active; active means well fitted inhibition curve with a large enough effect in the polarisation, with a control signal flat, not every such curve was filed as active; inconclusive means small, poorly fitted or top-dose-only effect, or effect the other way, or a change in a side signal; inactive means no such curve, though single readings can be large or run the other way; the % refers to the polarisation; further: potency means the concentration at half of the fitted maximal effect; % of control where 0% means no effect; many of its hits are not listed in these tables
a7 integrin act: qHTS for Activators of Integrin-Mediated Alleviation for Muscular Dystrophy; alpha7betagal myoblasts, beta-gal FDG fluorescence, 48 h; Potency, µM (doses to about 38.3 µM), for the others: at the top dose activation, usual class: activators; 0.064% of 350,000 active;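 further: potency means the concentration at half of the fitted maximal effect; 100% = response of the positive control SU9516; nearly all actives have a fitted effect of over 60% in size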
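alpha7betagal+/- myoblasts (passage 13, 250/well) treated 48 h at 37C with compounds at 1:260 dilution of DMSO stock. Lysed, then beta-galactosidase activity read as FDG fluorescence (ex 480/em 540) after 30 min, with pre-read for autofluorescence.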
Mito fusion yeast: qHTS Assay for Small Molecule Inhibitors of Mitochondrial Division or Activators of Mitochondrial Fusion. Potency, µM (doses to about 46.1 µM), for the others: top-dose growth rescue (activation), actives largely listed as activators. S. cerevisiae fusion-defective mutant growth rescue, CellTiterGlo 48 h. 0.23% of 320,000 active;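 further: potency means the concentration at half of the fitted maximal effect; % of control where 0% means no effect; nearly all actives have a fitted effect of over 45% in size; temperature-sensitive fusion mutants such as fzo1-1 at 37 °C on non-fermentable ethanol glycerol medium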
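Growth-rescue viability read-out: after 48 h at the non-permissive 37C in glycerol/ethanol YPEG, yeast mitochondrial fusion mutants are measured by CellTiterGlo luminescence; compounds (23 nl pinned per well) restoring growth score as division inhibitors or fusion activators.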
AT treatment: qHTS Assay for Identifying a Potential Treatment of Ataxia-Telangiectasia; […] A-T fibroblasts, KAP-1 phosphorylation AlphaLISA; neocarzinostatin DNA damage 30 min before lysis; Potency, µM (series often up to 57.5 µM), for the others: top-dose activation, usual class: activators; 0.19% of 320,000 active; AID 485349, 2010; further: potency means the concentration at half of the fitted maximal effect; % of control where 0% means no effect; nearly all actives have a fitted effect of over 45% in size
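ATM-like activity read as KAP-1 phosphorylation via AlphaLISA donor/acceptor antibody pairs after lysis and 6 hr at 25C. Cells were ATM-null patient fibroblasts ([…], hTERT), dosed 60 min, then exposed to the DSB inducer NCS for 30 min.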
* = called active by the depositor; ? = inconclusive; . = no result given; [ ] = another dose, or the depositor's remark. Unless noted, the call rests on the fitted dose curve; in most records, active means well fitted curve in the direction sought with a large enough effect; inconclusive means small, poorly fitted or top-dose-only effect, or another doubt; inactive means no such curve, though single readings can be large; an effect the other way counts as inactive or inconclusive.

SMILES	TSG101-PTAP inh	S-ASM inh	CXXC DNA block	TCR activator	TSHR antagonist	MBNL1-CUG inh	Menin-MLL TR inh	a7 integrin act	Mito fusion yeast	AT treatment
Cc1c(NC(=O)CSc2nnnn2-c2ccc(C(=O)O)cc2)c(=O)n(-c2ccccc2)n1C	-2%	-1%	-7%	-1%	6	-2%	2%	-12%	-3%	-1%
Cc1nn(-c2ccccc2)c(N2CCCC2)c1/C=N/NC(=O)c1cc(-c2cccnc2)nc2ccccc12	-4%	-17%	1%	0%[46.1 µM]	-8	-10%	-7%	6%	-3%	-3%
CN1CCN(C(=O)/C=C/c2ccc(Cl)cc2)CC1	3%	-2%	-2%	1%	26	14%	-3%	1%	10%	-2%
CN(Cc1nc(-c2ccccc2)no1)C1CCOCC1	-7%	0%	4%	8%	-3	-1%	.	-12%	2%	-12%
COc1ccc(C2=NS(=O)(=O)N(C)C(C(=O)Nc3ccc4c(c3)OCO4)=C2)cc1OC	-3%	-23%	8%	0%	-49	?	?	-18%	-1%	0%
N=c1c(-c2nc3ccccc3[nH]2)cc(C(=O)c2cccs2)nn1-c1ccccc1	-7%	-9%	21%	-5%[46.1 µM]	-32	?	1%	8%	-7%	.
COc1ccc(S(=O)(=O)N2CCCC(C(=O)NC3CCCC3)C2)cc1OC (stereo not drawn)	-4%	2%	14%	6%	-5	-3%	-17%	-5%	-4%	2%
S=c1[nH]nc(-c2ccncc2)n1/N=C/C=C/c1ccccc1	-1%	-1%	17%	0%	13	?	.	-9%	1%	-20%
Nn1cc(-c2ccccc2)nc1SCC(=O)NCC(F)(F)F	1%	-2%	8%	-7%	-3	0%	0%	-6%	-2%	0%
O=S(=O)(c1ccc(Cl)c(S(=O)(=O)N2CCCC2)c1)N1CCCC1	-4%	0%	-4%	2%	7	-13%	-8%	-27%	-3%	3%
O=Nc1c2ccc[nH]c-2c2ccc([N+](=O)[O-])cc12	-2%	0%	-2%	-1%	-7	?	?	15%	-3%	1%
CCN1CCN(S(=O)(=O)c2ccc(-c3cc(C)no3)s2)CC1	-4%	0%	-2%	-8%	-14	?	.	3%	-2%	-2%
Cc1ccc(/C=C2\CCCC3=C2NC(=S)NC3c2ccc(C)cc2)cc1 (stereo not drawn)	-2%	-3%	9%	0%[46.1 µM]	9	25%	-16%	-9%	1%	-6%
CCOC(=O)c1cnc2c(C)cccc2c1Nc1cccc(C(=O)O)c1	-4%	-2%	-2%	-1%	-13	-12%	.	15%	0%	-8%
CN(C(=O)CSc1nc2ccccc2[nH]1)C1CCS(=O)(=O)C1 (stereo not drawn)	-3%	5%	.	-2%	32	.	.	-35%[inhibitor]	-2%	2%
Cc1ccnc(NS(=O)(=O)c2ccc(N3C(=O)Nc4ccccc4N3O)cc2)c1	-2%	-1%	4%	1%	5	0%	0%	0%	-3%	0%
CCOc1ccc(NC(=O)CSc2ccccc2N)cc1	0%	1%	-4%	4%	15	-7%	0%	0%	-8%	-5%
Cc1ccc(CNc2ncccc2-c2nc3cc(Cl)ccc3o2)cc1	-5%	267%[activator]	3%	0%	17	-9%	-4%	21%	4%	.
COc1ccccc1C1/C(=C(\O)c2ccc3c(c2)OCCO3)C(=O)C(=O)N1Cc1cccnc1 (stereo not drawn)	-7%	-3%	2%	-6%	0	39%[activator]	-12%	-5%	6%	2%
O=C(CNC(=O)c1ccccc1)NCCO	-9%	3%	26%	-3%	8	2%	-8%	-2%	-1%	5%
Nc1ncnc2c1ncn2[C@@H]1O[C@H](CNCc2ccc(-c3cc(C(F)(F)F)ccc3Cl)o2)[C@@H](O)[C@H]1O	-4%	4%	.	2%[46.1 µM]	15	.	.	-6%	.	12%
CCN(CC(=O)Nc1ccccc1OC)CC(=O)Nc1c(Cl)ccc(C)c1Cl	0%	-1%	3%	7%	-2	5%	-5%	-9%	9%	-3%
O=C(C1CCCN(S(=O)(=O)c2ccccc2)C1)N1CCCCCC1 (stereo not drawn)	3%	3%	-7%	1%	5	-1%[11.5 µM]	0%	6%	29%	1%
O=C(NCCc1ccccc1)c1n[nH]c2ccccc12	-2%	4%	22%	1%	10	-5%	24%	-9%	10%	0%
COc1ccc(CC(=O)Nc2nc(-c3cccc([N+](=O)[O-])c3)cs2)cc1	0%	2%	1%	-4%[46.1 µM]	9	.	?	14%	-1%	0%
Cn1ncc([N+](=O)[O-])c1C(=O)Nc1cccc(Cl)c1	0%	2%	3%	0%	5	22%	?	1%	-1%	2%
CC[C@]12c3[nH]c4cc(-c5ccco5)ccc4c3CCN1C(=O)[C@@H](CC(=O)NCc1ccco1)C[C@@H]2C(=O)N1CCN(C(=O)C2CC2)CC1	-1%	22%	.	-4%[46.1 µM]	11	.	.	-14%	.	9%
O=C(NCCN1CCOCC1)c1ccc(CSc2nc3ccncc3n2Cc2ccc(F)cc2)cc1	-4%	3%	-1%	6%	-10	3%	2%	-15%	-6%	-1%
O=C(NC1(C(F)(F)F)NC(=O)N(C2CCCCC2)C1=O)c1ccco1 (stereo not drawn)	-2%	0%	-1%	2%	33	-1%	9%	-30%	-3%	-4%
COc1ccc(CCNC(=O)COC(=O)CCC(=O)c2cccs2)cc1OC	-7%	-1%	.	0%[46.1 µM]	3	.	.	-12%	.	1%
O=C(/C=C/c1ccco1)N(Cc1ccc(F)cc1)C1CCS(=O)(=O)C1 (stereo not drawn)	-3%	1%	-30%	1%	-1	5%	.	9%	5%	-8%
CCCCN(C)CCC(=O)Nc1ccc(Cl)cc1	-2%	4%	-7%	-1%[46.1 µM]	-6	.	-7%	-37%	-6%	3%
CSc1ccccc1NC(=O)N1CCC(CO)(CC2CCCCO2)CC1 (stereo not drawn)	4%	8%	-6%	-3%	3	0%	4%	-23%	1%	1%
COc1cc(C(=O)Nc2ccc(NC(=O)C3CCCCC3)nc2)cc(OC)c1OC	-4%	-14%	5%	9%	-6	-2%	-16%	4%	-2%	-1%
O=C(COC(=O)c1ccc(Br)o1)NC1CCCCC1	-1%	-1%	-22%	-2%	-7	4%	0%	0%	3%	-3%
Cc1ccc(S(=O)(=O)n2nc(OC(=O)c3ccccc3C)cc2N)cc1	0%	-4%	139%[activator]	4%	-5	3%	5%	-17%	1%	-2%
CN(CC(=O)Nc1ccc(Cl)c(C(F)(F)F)c1)C(=O)C1CCCO1 (stereo not drawn)	-6%	-1%	.	-1%	-15	.	.	-4%	-1%	4%
O=C(Nc1cccc2c1C(=O)NC2=O)c1ccccc1[N+](=O)[O-]	-4%	28%	4%	-10%	6	.	.	-18%	1%	-9%
Cc1c([N+](=O)[O-])c([N+](=O)[O-])nn1CC(=O)NCc1cccnc1	-2%	4%	0%	1%	-1	?	31%[activator]	-48%[inhibitor]	-8%	-4%
COc1ccccc1C(=O)Nc1nc(-c2ccc(S(=O)(=O)N3CCOCC3)cc2)cs1	-7%	-4%	-7%	2%	?	.	1%	-57%[inhibitor]	7%	7%
CCOC(=O)C1=C(c2ccccc2)N=C2SCC(=O)N2C1c1ccc(OC)c(OC)c1 (stereo not drawn)	-4%	2%	10%	2%	0	15%	1%	14%	-4%	-4%
COCCOC(=O)C1=C(C)NC(=O)N(C(C)=O)C1c1ccc(Cl)cc1 (stereo not drawn)	-1%	5%	6%	4%	10	-9%	7%	-8%	3%	2%
CCCCN=C1C([N+](=O)[O-])=CC=C2C1=NC1(CCCCC1)N2O	-1%	2%	-3%	-3%[46.1 µM]	5	?	-18%	-14%	4%	0%
CCOc1ccccc1CN1C(=O)c2ccccc2C1C(=O)NCC1CCCO1 (stereo not drawn)	-4%	3%	1%	-8%	-2	4%	23%	-9%	0%	0%
CN(CC(=O)Nc1cccc(F)c1)C(=O)c1cn2ccccc2n1	-2%	3%	.	-4%	15	.	.	3%	4%	4%

A portion of the library (hit frequency here may not be typical).
